Pf growth 48h: P. falciparum growth inhibition at 48 hours (one generation). P. falciparum luciferase growth in erythrocytes, 48 h. Potency, µM (titrated, usually from 28.7 µM), inactives show at the top dose activity change, negative = inhibition, hits mostly inhibitors. hit rate 5.9% among 310,000. AID 504832; note: potency is the fitted concentration of half-maximal effect; % is set by controls: 0 for no effect and ±100 for the full control effect
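Firefly luciferase activity from engineered P. falciparum reports growth; inhibitors lower the luminescent signal. Cultures contained 2% hematocrit erythrocytes at 0.1% final parasitemia.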
Pf growth 96h: inhibits malaria parasite growth, 96 h; P. falciparum luciferase reporter growth, 96 h; Potency, µM (highest dose often 28.7 µM), for inactives: top-dose activity change, negative = inhibition, actives largely listed as inhibitors; hit rate 6.9% among 320,000; note: potency is the fitted concentration of half-maximal effect; % is set by controls: 0 for no effect and ±100 for the full control effect
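Plates of compound plus infected erythrocytes (2% hematocrit, 0.05% parasitemia final) incubate 96 hours, 37 C, 5% CO2. Detection reagent added; reduced luminescence from the parasites' luciferase reporter flags inhibition.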
Shiga toxin inh: inhibitors of Shiga toxin in Vero cells; hit rate 9.2% among 290,000; Vero cells, Shiga toxin protein synthesis inhibition reporter; inhibition, % at 38.7 µM; in the data active = inhibition mostly above about 28%, no sharp cut-off; inactive = mostly below about 43%; note: 0% is about no effect
LmPK inhibitor: inhibitors of Leishmania mexicana pyruvate kinase; Q27686; purified LmPK, Kinase-Glo ATP luminescence, 1 h; Potency, µM (titrated, usually from 57.5 µM), for the others: at the highest dose activity change, negative = inhibition, most hits filed as inhibitors; hit rate 0.37% among 290,000; note: potency is the fitted concentration of half-maximal effect; % is set by controls: 0 for no effect and ±100 for the full control effect
Target sequence (Q27686 whole entry, looked up): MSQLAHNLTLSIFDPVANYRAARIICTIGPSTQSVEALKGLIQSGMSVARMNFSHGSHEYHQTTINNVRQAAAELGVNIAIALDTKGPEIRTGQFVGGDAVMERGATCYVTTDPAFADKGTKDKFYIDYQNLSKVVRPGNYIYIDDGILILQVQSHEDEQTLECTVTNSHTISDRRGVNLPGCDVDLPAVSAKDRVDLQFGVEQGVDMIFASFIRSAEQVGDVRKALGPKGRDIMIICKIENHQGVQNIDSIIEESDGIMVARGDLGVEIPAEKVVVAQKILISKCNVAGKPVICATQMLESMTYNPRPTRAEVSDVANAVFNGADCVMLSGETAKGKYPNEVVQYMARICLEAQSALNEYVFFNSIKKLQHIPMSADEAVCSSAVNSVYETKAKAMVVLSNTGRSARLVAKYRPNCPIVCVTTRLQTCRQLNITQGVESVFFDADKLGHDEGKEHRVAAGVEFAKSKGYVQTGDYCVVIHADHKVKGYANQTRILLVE
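0.1 nM LmPK, 0.5 mM PEP, 0.1 mM ADP; 50 mM imidazole pH 7.2, 7 mM MgCl2, 50 mM KCl; 1 h RT. Kinase-Glo luminescence readout, normalized to no-enzyme (full inhibition) and uninhibited wells.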
AMA1-RON2 inh: disrupts binding of P. falciparum AMA1 to RON2 | AlphaScreen AMA1-biotinylated RON2 peptide binding | Potency, µM (highest dose often 58.2 µM), for inactives: at the highest dose activity change, negative = inhibition, usual class: inhibitors | hit rate 0.2% among 360,000 | AID 720542;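 note: potency is the fitted concentration of half-maximal effect; 0% = vehicle wells and -100% = peptide control; nearly all actives have a fitted effect of over 45% in size; some results filed as inactive show a strong effect at the top dose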
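AMA1 (3D7) with his tag at 25 nM final met compounds first, then biotinylated RON2 peptide at 25 nM; detection used donor plus acceptor beads, 10 µg/mL apiece, read by AlphaScreen after 30 min at room temperature.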
Tb PYK inh: inhibitors of Trypanosoma brucei pyruvate kinase; hit rate 0.12% among 410,000; Q57TT1; TbPYK enzyme, Kinase-Glo Plus ATP luminescence, 45 min; Potency, µM (series often up to 76.8 µM), inactives show at the top dose activity, negative = inhibition, most hits filed as inhibitors; note: potency is the fitted concentration of half-maximal effect; % is set by controls: 0 for no effect and ±100 for the full control effect; nearly all actives have a fitted effect of over 50% in size
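Activity of T. brucei pyruvate kinase was followed by Kinase-Glo Plus luminescence after the enzyme reacted 45 min at room temperature with 130 uM ADP (final) and substrate. Test compounds were added before ADP at multiple concentrations.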
Cycloheximide cs: counter-screen hit for Shiga toxin inhibitors, cycloheximide | cell reporter, cycloheximide protein synthesis inhibition counterscreen | max response, % | hit rate 12% among 300,000; in the data active = max response mostly above about 13%, no sharp cut-off; inactive = mostly below about 14%; note: read at 38.3 µM for the half of the compounds with a filed dose; 0% is about no effect
Numbers without * were called inactive; ? = inconclusive; nt = not tested or not shown; [ ] = another dose, or the depositor's remark. Unless noted, calls come from the whole dose curve; as a rule, active = well fitted curve in the direction sought with a large enough effect; inconclusive = small, poorly fitted or top-dose-only effect, or another doubt; inactive = no such curve, though single readings can be large; an effect the other way counts as inactive or inconclusive. An unsorted share of the library; overall some 21% were active at least once.

SMILES | Pf growth 48h | Pf growth 96h | Shiga toxin inh | LmPK inhibitor | AMA1-RON2 inh | Tb PYK inh | Cycloheximide cs
N[C@@H](Cc1ccc(O)cc1)c1nnc([C@H](CC(=O)O)NC(=O)C2CCNCC2)o1 | 36%[activator] | 49%[activator] | -6 | -3% | 137%[activator] | 1% | 1
CC(C)C1Cc2c(sc(NC(=S)NC(=O)c3ccccc3)c2C#N)CO1 (configuration not stated) | 8% | 0% | -7 | -2% | 22% | 1% | -4
CC(C)(C)OC(=O)N1CCC[C@H]1c1nnc(SCc2c(F)cccc2Cl)o1 | ? | -17% | -4 | -3% | 10% | -2% | -2
Cc1cc(NC(=O)c2ccccc2)sc1C | 35%[activator] | -19% | 56* | 13µM* | -9% | 3% | 33*
CCCOc1ccc(S(=O)(=O)NCc2ccc(OC)cc2)cc1 | 3% | -22% | -15 | 7% | 10% | -7% | 1
CCC(Oc1cc(Cl)ccc1Cl)C(=O)NN1C(=O)C2C3CCC(C3=C(C)C)C2C1=O (configuration not stated) | ? | nt | -12 | -3% | 5% | 3% | -2
O=C(Nc1cccc(OC(=O)N2CCCCC2)c1)N1CCCCC1 | 11% | -22% | -7 | -8% | 3% | 5% | -4
CCc1ccc(OCC(=O)NNC(=O)C2CCN(c3ncnc4sc(C)c(C)c34)CC2)cc1 | ? | ? | nt | nt | 76%[activator] | 1% | nt
CC(=O)Oc1ccccc1C(=O)O | -1% | 2% | nt | nt | -26% | ? | nt
CCOC(=O)C1CCN(c2ccccc2CN2CCN(c3ccccc3OCC)CC2)CC1 | ? | ? | -3 | 2% | -2% | -9% | -3
CCN(CC)c1ccc(-n2c(O)c(C=C3N=c4ccccc4=N3)sc2=S)cc1 | 22% | -18% | -6 | 2% | -4% | -9% | -4
CCCOc1cc(N(CC)CC)ccc1/C=C(/C#N)c1nc2ccc(C)cc2[nH]1 | 7.4µM* | 2.6µM* | 8 | 7% | -20% | 8% | 16
COc1cc(C(=O)OCC(=O)NC2CC2)cc(OC)c1OC | 6% | 25% | nt | nt | 1% | 3% | nt
C/C=C(\C)CN1CCC(Oc2cc(C(=O)NC3CC3)ccc2OC)CC1 | -8% | -6% | -16 | -4% | -6% | -7% | -1
O=C(N/N=C/c1ccc(Cl)s1)c1ccccc1[N+](=O)[O-] | 33%[activator] | 58%[activator] | -15 | 2% | 13% | 1% | -2
COc1ccc(CCNC(=O)C2CCN(S(=O)(=O)c3cnc[nH]3)CC2)cc1OC | -3% | ? | -16 | -1% | 13% | -8% | -7
COC(=O)c1ccc(OCC(O)CN2CCC(C)CC2)cc1 (configuration not stated) | nt | ? | -22 | 0% | -2% | -3% | -4
Cc1ccc(N2CC(C(=O)Nc3cc(C)ccc3F)CC2=O)cc1 (configuration not stated) | 1% | 44%[activator] | 19 | 4% | 9% | -3% | -4
CCOC(=O)C1CCN(C(c2cc3c(C)ccc(C)c3[nH]c2=O)c2nnnn2C2CCCCC2)CC1 (configuration not stated) | ? | nt | -4 | 2% | -5% | -11% | -3
CCC(NC(=O)CCc1c(C)c2cc3c4c(oc3cc2oc1=O)CCCC4)C(=O)O (configuration not stated) | -16% | 8% | 33 | -2% | -14% | 3% | 8
CC1=C(C(=O)Nc2ccccc2)C(c2ccncc2)C(C#N)=C(SCC(=O)NC(C)C)N1 (configuration not stated) | 10µM* | 33%[activator] | -3 | 5% | -4% | 3% | -2
O=C(O)C1C2C=CC(C3CC23)C1C(=O)NCCc1ccccc1 (configuration not stated) | 45%[activator] | 36%[activator] | 16 | 0% | -4% | -4% | 21
CSc1ccccc1C(=O)NCCCn1ccnc1 | 17% | 0% | -11 | -2% | -4% | -7% | -1
O=C(O)CCCCCN1C(=O)C(=O)/C(=C(/O)c2ccccc2)C1c1ccccc1 (configuration not stated) | -19% | 6% | -3 | 5% | -7% | -7% | -3
CCOc1cc(N2CCOCC2)c(OCC)cc1NC(=O)c1oc2ccccc2c1C | -6% | 1% | -18 | 4% | -17% | 1% | 1
CCN(CC(=O)NCCCN1CCOCC1)S(=O)(=O)c1ccc(F)cc1 | 20% | 13% | -5 | 11% | 12% | 8% | -6
O=C(Cn1c(=O)n(CC2CS2)c2ccccc21)N1CCCCC1 (configuration not stated) | ? | 14% | -7 | 5% | -25% | -2% | 0
O=[N+]([O-])c1ccc(/C([O-])=C(/C(=S)Nc2ccccc2F)[n+]2ccccc2)cc1 | 38%[activator] | 1% | 16 | -4% | 8% | 1% | 4
O=C(CCCN1C(=O)CCC1=O)Nc1ccccc1F | nt | 24% | 0 | 9% | 1% | -5% | 18
COc1ccc(/C=C(/NC(=O)c2ccccc2)C(=O)NCC2CCCO2)cc1 (configuration not stated) | 12% | 24% | 27 | -1% | 0% | 3% | -2
CCOC(=O)c1c(NC(=O)CC2SC(N)=NC2=O)sc(C)c1C (configuration not stated) | 0% | -10% | -7 | 7% | 17% | 1% | 1
COc1ccc(-c2nnc3sc(COc4ccc(C)cc4)nn23)cc1 | 16% | -11% | 16 | 0% | -7% | -14% | -5
CCc1cc(C(=O)Nc2ccccc2)cs1 | 58%[activator] | 29% | 106* | -20% | 1% | -10% | 41*
O=C(Nc1ccc2c(c1)OCO2)c1c(F)cccc1F | 169%[activator] | nt | 75* | -21% | 6% | 1% | 33*
CN1C(=O)NC(=O)/C(=C\c2ccc([N+](=O)[O-])o2)C1=O | 1% | ? | -10 | -26% | ? | ? | -2
CCCCCCn1c(=O)[nH]c2nc3cc(N)ccc3nc2c1=O | -26% | ? | 3 | 3% | 23% | -13% | 10
CCN1C(=O)/C(=C2/Sc3ccc(OC)cc3N2C)SC1=Nc1ccc(OC)cc1 | 0% | 9.3µM* | -8 | 2%[11.5 µM] | 0% | -1% | 5
O=C(O)CCCC(=O)N1N=C(c2ccccc2)CC1c1ccc2c(c1)OCO2 (configuration not stated) | ? | ? | -5 | -1% | 7% | 3% | 2
CCCCN1C(=S)NC[C@@H]1Cc1ccccc1 | ? | ? | -18 | 0% | 8% | -3% | 1
C/C(CCC(=O)OC[C@H]1O[C@H](C#Cc2ccccc2)C=C[C@@H]1Oc1ccc(C)cc1)=N\O[C@@H](C)CN1CCCCc2nc(C)c(C)cc21 | 15µM* | 4.1µM* | 50 | 4% | nt | nt | -1
Cc1cc(O)cc(O)c1C(=O)Cc1cscn1 | 19% | 9%[5.75 µM] | -19 | -1% | 7% | -7% | 16
Cc1ccc(S(=O)(=O)NN2C(=O)/C(=C/c3ccc(C(=O)O)cc3)SC2=S)cc1 | -10%[0.00184 µM] | 22% | 5 | -1% | -10% | -9% | -2
Cc1nnc(SCC2=C(C(=O)O)N3C(=O)C(NC(=O)Cn4nc(C)c(Cl)c4C)C3SC2)s1 (configuration not stated) | 7% | 4% | -13 | 3% | 16% | -4% | 10
CC(=O)Nc1ccc(N)cc1 | 21% | -19% | nt | nt | -2% | -1% | nt
CCN(CC)C(=O)CSc1nc2ccc(NC(=O)CSc3nccn3C)cc2s1 | 8.3µM* | ? | 32 | -2% | -15% | -2% | 14*
O=c1c2ccccc2c(C=Nc2ccc(S(=O)(=O)N3CCCCC3)cc2)c(O)n1-c1ccc(Cl)cn1 | -6% | 4% | 6 | 2% | 1% | 1% | -1
CC(=O)c1ccc(N2CCN(C(=O)C3CCC3)CC2)cc1 | -14% | 9% | -6 | -3% | 3% | -4% | 14*
Cc1ccc(N2C(=O)C3C4C=CC(C4)C3C2=O)cc1C (configuration not stated) | -11% | -27% | -7 | 5% | 5% | 2% | -2
O=c1[nH]c(C2CCN(S(=O)(=O)c3ccccc3)CC2)nc2c1nnn2Cc1ccc2c(c1)OCCO2 | ? | -1% | -8 | 1% | 0% | 8% | 2
O=c1c2ccccc2nc(-c2ccc([N+](=O)[O-])cc2)n1O | ? | ? | -7 | -1% | 72%[activator] | -7% | 2
COc1ccccc1C1/C(=C(\O)c2ccc3c(c2)OCCO3)C(=O)C(=O)N1CCCN(C)C (configuration not stated) | 13% | ? | 21 | 1% | nt | nt | -4
COc1cc(C(=O)NCc2nnc(SCC(=O)Nc3cc(C)cc(C)c3)o2)cc(OC)c1OC | -10% | 40%[activator] | 11 | 0% | 13% | -1% | -3
CCCc1nnc(NC(=O)OCC)s1 | 51%[activator] | -16% | 4 | 4% | 6% | -8% | -2
CCC1(CC)C(=O)N=C2c3ccccc3C(=O)N21 | -6% | ? | 18 | 6% | 7% | -6% | 10
Oc1ccc2n[nH]nc2c1 | 2% | -11% | -14 | 0% | 3% | -10% | -5
CCN(CC)C(=O)Oc1ccc2c(=O)c(-c3ccccc3)coc2c1 | 85%[activator] | nt | 85* | -19% | 7% | -11% | 50*
CCN1C(=O)C2C(c3cccc(F)c3)NC(CC)(C(=O)OC)C2C1=O (configuration not stated) | -1% | 81%[activator] | -20 | -7% | 12% | 0% | 0
COc1cccc(NC(=O)N(CCCN2CCOCC2)C(C)c2cc3ccccc3o2)c1 (configuration not stated) | nt | 12µM* | -3 | 0% | 17% | 0% | -3
O=C(N/N=C/c1ccc2c(c1)OCO2)c1ccc2ccccc2n1 | 13% | 0% | 81 | 2% | 0% | 3% | 26*
Cc1ncsc1CCOC(=O)c1cccnc1 | 10% | 14% | -4 | -3% | -17% | 9% | -4
Next section.
SMILES | Pf growth 48h | Pf growth 96h | Shiga toxin inh | LmPK inhibitor | AMA1-RON2 inh | Tb PYK inh | Cycloheximide cs
COc1cc(N2C(=O)C=CC2=O)c(OC)cc1Cl | ? | ? | 4 | 14µM* | -7% | ? | 22
CCOC(=O)Cn1nc(/C=C/c2ccccc2)ccc1=O | 19% | 27% | 7 | -1% | 1% | 4% | 7
COc1ccc2c(C)nc(Nc3nc(C)cc(C)n3)nc2c1 | 13µM* | 4.7µM* | -7 | 3% | 12% | ? | 2
O=C(c1ccco1)N1CCN(C(=O)c2ccccc2Oc2ccccc2)CC1 | -21% | ? | -4 | -1% | -1% | -7% | -5
C/C(=N\NC(=O)c1c(Cl)c(C)nn1C)c1cccc(NC(=O)COc2ccc(Cl)cc2)c1 | nt | ? | 14 | 9% | 18% | -5% | 9
O=C(NC(=O)c1csnn1)Nc1ccccc1Cl | 48%[activator] | 35%[activator] | 22 | -6% | -4% | 0% | 34*

In the list so far, five have a furan ring, fused or not.
SMILES | Pf growth 48h | Pf growth 96h | Shiga toxin inh | LmPK inhibitor | AMA1-RON2 inh | Tb PYK inh | Cycloheximide cs
CCC(NC(=O)CCc1c(C)c2cc3c4c(oc3cc2oc1=O)CCCC4)C(=O)O (configuration not stated) | -16% | 8% | 33 | -2% | -14% | 3% | 8
CCOc1cc(N2CCOCC2)c(OCC)cc1NC(=O)c1oc2ccccc2c1C | -6% | 1% | -18 | 4% | -17% | 1% | 1
CN1C(=O)NC(=O)/C(=C\c2ccc([N+](=O)[O-])o2)C1=O | 1% | ? | -10 | -26% | ? | ? | -2
COc1cccc(NC(=O)N(CCCN2CCOCC2)C(C)c2cc3ccccc3o2)c1 (configuration not stated) | nt | 12µM* | -3 | 0% | 17% | 0% | -3
O=C(c1ccco1)N1CCN(C(=O)c2ccccc2Oc2ccccc2)CC1 | -21% | ? | -4 | -1% | -1% | -7% | -5

High-throughput results from PubChem BioAssay.
